Screening results (PubChem BioAssay)
HepG2 tox: counter-screen for TGF-b inhibitors: cytotoxicity in HepG2 cells. 0.76% of 410,000 active. HepG2 CAGA-GFP viability, ATP luminescence, 18 h. Potency, µM (top dose mostly 46.1 µM), for inactives: top-dose activity change, negative = cytotoxicity, usual class: cytotoxic; note: potency is the fitted concentration of half-maximal effect; some results filed as inactive show a strong effect at the top dose
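HepG2 CAGA-GFP cells (1000/well, DMEM with 1% FBS) received compound, then TGF-beta at 500 pg/mL final, and were incubated 18 hours at 37 degrees C. Viability was read by CellTiter-Glo luminescence. Media-only wells were set as complete cell-killing and DMSO as no toxicity.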
TGFb inhibitor: TGF-b pathway inhibition; 1.2% of 410,000 active; AID 588855; Potency, µM (top dose mostly 46.1 µM), inactives show at the top dose activity, negative = inhibition, actives largely listed as inhibitors; HepG2 CAGA-GFP TGF-b/SMAD3 reporter, GFP fluorescence, 18 h; TGF-beta stimulated, 500 pg/mL final; note: potency is the fitted concentration of half-maximal effect; % is set by controls: 0 for no effect and ±100 for the full control effect; nearly all actives have a fitted effect of over 65% in size
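Inhibition of TGF-beta-driven CAGA-GFP reporter expression in HEPG2 cells is measured by cellular GFP fluorescence after 18 h stimulation with 500 pg/mL recombinant TGF-beta in 1% FBS medium at 37 degrees C.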
A549 tox: counter-screen for Nrf2 inhibitors: cytotoxicity in A549 cells; A549 ARE-Fluc cells, CellTiter-Fluor viability, 18-24 h; Potency, µM (top dose mostly 46 µM), for the others: at the highest dose activity change, negative = cytotoxicity, most hits filed as inhibitors; 0.16% of 390,000 active; note: potency is the fitted concentration of half-maximal effect; % is set by controls: 0 for no effect and ±100 for the full control effect
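A549 ARE-Fluc cells in 5% FBS OPTI-MEM, 5000 cells/well, rested 2 h then exposed to compounds in concentration-response for 18-24 h at 37 °C. Viability by CellTiter-Fluor fluorescence (Ex 405/Em 525) after 30 min; luciferase luminescence (BugLite, 15 min, RT) read afterwards.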
IL-2 act: activates IL-2 in a cell-based reporter assay | activation, % (series mostly up to about 46 µM) | 0.065% of 360,000 active | IL-2 activation reporter assay, cell-based qHTS; stimulated with anti-CD3/CD4/CD28 beads; in transgenic mouse T cells; in the data active = activation above about 50%; inconclusive = mostly about 30% to 49%; note: 0% is about no effect
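Quantitative HTS in unstimulated transgenic mouse T cells, with memory T cells as non-tolerant control and PMA/ionomycin as tolerance-bypass control. Compound pretreatment lasted 60 minutes before 18 h bead stimulation; EGFP/DsRed fluorescence read.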
ATXN viability: viability counter-screen for ATXN expression inhibitors; S2 cells (HEK-293 line with an ATXN2-luciferase reporter) viability, CellTiter-Fluor protease fluorescence, 24 h; Potency, µM (highest dose often 56.7 µM), hits mostly cytotoxic; 0.49% of 400,000 active; AID 651635; note: potency is the fitted concentration of half-maximal effect; nearly all actives have a fitted effect of over 40% in size
Nrf2 ARE act: activators of Nrf2 (ARE) signaling; AREc32 ARE-luciferase reporter (MCF7-derived line), luminescence, 24 h; Potency, µM (doses to about 46.1 µM), for inactives: at the top dose activation, hits mostly activators; 0.31% of 410,000 active; AID 624171; note: potency is the fitted concentration of half-maximal effect; % of control where 0% means no effect; nearly all actives have a fitted effect of over 65% in size
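Luciferase luminescence (Steady-Glo, 30 min at room temperature) served as the read-out of ARE activation in AREc32 cells treated with compounds for 24 hr at 37 deg C.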
ATXN2 expr inh: reduces ATXN2 reporter expression in HEK-293 cells. HEK-293 ATXN2-luciferase reporter, luminescence, 24 h. AID 1745845. 0.72% of 360,000 active. Potency, µM (doses to about 57 µM), inactives show at the highest dose activity change, negative = inhibition, most hits filed as inhibitors; note: potency is the fitted concentration of half-maximal effect; % is set by controls: 0 for no effect and ±100 for the full control effect; nearly all actives have a fitted effect of over 55% in size
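qHTS (up to 57 uM final) was run with 24 h compound exposure of reporter cells at 37 °C. Each well was multiplexed: SteadyGlo luminescence measured ATXN2-luciferase expression after a fluorogenic Gly-Phe-AFC viability readout (25 uM final).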
Nrf2 block: inhibitors of Nrf2 signaling; Potency, µM (top dose mostly 46 µM), for the others: at the highest dose activity change, negative = inhibition, usual class: inhibitors; 2.1% of 360,000 active; AID 504444; A549 ARE-Fluc reporter, luciferase luminescence, 18-24 h; note: potency is the fitted concentration of half-maximal effect; % is set by controls: 0 for no effect and ±100 for the full control effect; nearly all actives have a fitted effect of over 60% in size
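A549 ARE_Fluc cells (5000/well, 5% FBS OPTI-MEM) pre-incubated 2 h, then treated with compounds 18-24 h at 37C/5% CO2 in concentration-response. CellTiter-Fluor viability read first; BugLite luciferase luminescence after 15 min at room temperature gives Nrf2 activity.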
EPAC2 agonist: activates human EPAC2 exchange factor | Q8WZA2 | Potency, µM (series often up to 154 µM), for the others: at the highest dose activation, most hits filed as activators | 0.079% of 360,000 active | AID 720711 | EPAC2 activation, biochemical qHTS; response scale: 100% = 6.5 mM cAMP response; note: potency is the fitted concentration of half-maximal effect; nearly all actives have a fitted effect of over 50% in size
Target sequence (Q8WZA2 whole entry, looked up): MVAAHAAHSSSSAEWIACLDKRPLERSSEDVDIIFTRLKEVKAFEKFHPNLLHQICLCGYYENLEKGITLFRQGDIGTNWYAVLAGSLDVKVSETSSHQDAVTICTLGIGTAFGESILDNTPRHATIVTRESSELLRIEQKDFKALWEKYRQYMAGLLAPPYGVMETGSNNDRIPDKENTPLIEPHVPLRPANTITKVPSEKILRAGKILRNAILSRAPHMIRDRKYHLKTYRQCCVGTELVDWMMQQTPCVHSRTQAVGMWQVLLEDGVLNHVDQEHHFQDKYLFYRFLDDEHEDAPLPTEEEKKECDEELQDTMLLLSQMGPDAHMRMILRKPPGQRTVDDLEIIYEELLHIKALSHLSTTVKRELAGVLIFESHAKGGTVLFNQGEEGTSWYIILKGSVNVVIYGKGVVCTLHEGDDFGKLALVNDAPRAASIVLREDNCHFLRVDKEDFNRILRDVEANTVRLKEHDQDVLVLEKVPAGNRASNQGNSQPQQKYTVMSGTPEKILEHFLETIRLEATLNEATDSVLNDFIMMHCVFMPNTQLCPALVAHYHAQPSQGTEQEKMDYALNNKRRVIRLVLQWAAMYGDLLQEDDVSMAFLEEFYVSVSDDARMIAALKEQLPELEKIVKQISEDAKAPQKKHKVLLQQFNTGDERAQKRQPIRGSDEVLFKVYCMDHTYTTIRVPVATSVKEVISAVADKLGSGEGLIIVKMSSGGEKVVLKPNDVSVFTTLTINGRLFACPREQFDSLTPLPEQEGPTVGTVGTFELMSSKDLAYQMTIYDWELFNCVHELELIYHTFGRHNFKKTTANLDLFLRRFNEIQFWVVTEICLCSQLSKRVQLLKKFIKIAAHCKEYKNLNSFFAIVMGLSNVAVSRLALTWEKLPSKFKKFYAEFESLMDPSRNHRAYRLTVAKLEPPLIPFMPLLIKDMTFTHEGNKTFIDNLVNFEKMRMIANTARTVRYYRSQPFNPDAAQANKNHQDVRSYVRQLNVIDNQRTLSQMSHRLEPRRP
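Readout is BODIPY fluorescence (480 nm excitation, 540 nm emission), which falls as labeled GDP is exchanged off Rap1B. EPAC2 at 100 nM acted on 250 nM RAP1B-BODIPY-GDP with 50 uM GDP present.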
* hit, by the source's call; [ ] = dose if it differs, or a comment. Unless noted, calls come from the whole dose curve; as a rule, active = well fitted curve in the direction sought with a large enough effect; inconclusive = small, poorly fitted or top-dose-only effect, or another doubt; inactive = no such curve, though single readings can be large; an effect the other way counts as inactive or inconclusive.

`Cc1ccc2c(c1)cc(C(=O)N[C@@H](Cc1ccccc1)C(=O)O)n2C` gave HepG2 tox 4%, TGFb inhibitor -18%, A549 tox -5%, IL-2 act 1.3, ATXN viability inactive, Nrf2 ARE act 3.1%, ATXN2 expr inh -17%, Nrf2 block 0% and EPAC2 agonist -2%.
COc1cccc(NC(=O)C(=O)NCCCN2CCCC2=O)c1 was read as HepG2 tox -11%, TGFb inhibitor 8%, A549 tox 0%, IL-2 act 0.4, ATXN viability inactive, Nrf2 ARE act -0.3%, ATXN2 expr inh 5%, Nrf2 block 18% and EPAC2 agonist 7%.
CC(=O)c1ccc(O)c(CC=C(C)C)c1 was read as HepG2 tox 0%, TGFb inhibitor -1%, A549 tox 1%, IL-2 act 0.2, ATXN viability inactive, Nrf2 ARE act -0.7%, ATXN2 expr inh 8%, Nrf2 block 10% and EPAC2 agonist 5%.
COc1ccc(NS(=O)(=O)c2cc3c4c(c2)CC(=O)N4CCC3)cc1Cl was read as HepG2 tox -2%, TGFb inhibitor 5%, A549 tox -1% and Nrf2 ARE act 0.3%.
`COc1ccccc1NC(=O)N1CCC(CN2CCc3ccccc3C2)CC1` gave HepG2 tox -13%, TGFb inhibitor -5%, A549 tox 5%, ATXN viability inactive, Nrf2 ARE act -1.3% and ATXN2 expr inh 1%.
`CC(C)(C)c1nnc2sc(SCC(=O)N3CCCc4ccccc43)nn2c1=O` gave HepG2 tox -20%, TGFb inhibitor -3%, A549 tox -6%, IL-2 act -2.5, ATXN viability inactive, Nrf2 ARE act inconclusive, ATXN2 expr inh -18%, Nrf2 block -23% and EPAC2 agonist 4%.
Screening Cc1nc2cc(C(=O)OCC(=O)Nc3cccc(Cl)c3)ccc2n1-c1ccccc1 returned HepG2 tox -16%, TGFb inhibitor inconclusive, A549 tox 2%, IL-2 act -0.3, ATXN viability inactive, Nrf2 ARE act 0.1%, ATXN2 expr inh -5%, Nrf2 block -16% and EPAC2 agonist 9%.
`Cc1ccc(C(=O)NN2C(=O)C3C4C=CC([C@@H]3C2=O)C42CC2)cc1` (some centres undefined) gave HepG2 tox 0%, TGFb inhibitor -1%, A549 tox -2%, IL-2 act -0.4, ATXN viability inactive, Nrf2 ARE act 0.8%, Nrf2 block -10% and EPAC2 agonist 5%.
O=C(COc1cccnc1[N+](=O)[O-])Nc1c(Cl)cccc1Cl was read as HepG2 tox 8%, TGFb inhibitor 6%, A549 tox 3%, IL-2 act 0.7, ATXN viability inactive, Nrf2 ARE act 1.0%, ATXN2 expr inh 3%, Nrf2 block -29% and EPAC2 agonist 7%.
For O=C(O)c1c(Cl)cccc1Nc1ccccc1 the results were HepG2 tox -10%, TGFb inhibitor 11%, A549 tox 0%, IL-2 act 1.8, ATXN viability inactive, Nrf2 ARE act -0.7%, ATXN2 expr inh 7%, Nrf2 block -1% and EPAC2 agonist 7%.
Screening C=CCN1C(=O)C2(OCCCO2)c2cc(CCCC)ccc21 returned HepG2 tox -5%, TGFb inhibitor -10%, A549 tox -1%, IL-2 act 0.0, ATXN viability inactive, Nrf2 ARE act -1.5%, ATXN2 expr inh -19%, Nrf2 block -10% and EPAC2 agonist 4%.
CCC(C)NC(=O)C1CCN(C(=O)c2cc3sccc3n2Cc2ccc(Cl)cc2)CC1 (centres undefined) was read as HepG2 tox -7%, TGFb inhibitor inconclusive, A549 tox inconclusive, Nrf2 ARE act -1.2% and Nrf2 block 2.3µM*.
For COc1ccc(CC(=O)Nc2ccc(C(=O)NCC(C)C)cc2)cc1 the results were HepG2 tox 1%, TGFb inhibitor 1%, A549 tox 0%, IL-2 act 1.8, ATXN viability inactive, Nrf2 ARE act -0.5%, ATXN2 expr inh -3%, Nrf2 block -25% and EPAC2 agonist 1%.
Screening COc1ccc(-c2cc3nc4c(c(N5CCC6(CC5)OCCO6)n3n2)CCC4)cc1 returned HepG2 tox -11%, TGFb inhibitor -16%, A549 tox -3%, IL-2 act 0.1, ATXN viability inactive, Nrf2 ARE act -0.4%, ATXN2 expr inh -5%, Nrf2 block -11% and EPAC2 agonist 8%.
`COCCNC(=O)C1(C)CCCN(C(=O)c2c(F)ccc(C)c2F)C1` (centres undefined) gave HepG2 tox 1%, TGFb inhibitor -2%, IL-2 act -0.3, ATXN viability inactive, Nrf2 ARE act 0.5%[9.22 µM], ATXN2 expr inh 11% and EPAC2 agonist 8%.
Screening Cc1nn(C)c(C(=O)N2CCN(C(=O)c3ccco3)CC2)c1[N+](=O)[O-] returned HepG2 tox 27%, TGFb inhibitor 3%, A549 tox -3%, IL-2 act -2.0, ATXN viability inactive, Nrf2 ARE act -0.2%, ATXN2 expr inh -8%, Nrf2 block inconclusive and EPAC2 agonist 7%.
CCOC(=O)C1CCN(C(=O)C2COc3ccccc3C2)CC1 (centres undefined) was read as HepG2 tox -10%, TGFb inhibitor -26%, A549 tox 8%, ATXN viability inactive, Nrf2 ARE act -0.2% and ATXN2 expr inh 0%.
For COc1ccc2c(c1)c(=O)cc(-c1ccccc1)n2C the results were HepG2 tox -19%, TGFb inhibitor -1%, A549 tox -7%, IL-2 act -3.7, ATXN viability inactive, Nrf2 ARE act 0.0%, ATXN2 expr inh 19%, Nrf2 block inconclusive and EPAC2 agonist -1%.
C=C1C(=O)[C@]23C[C@H]1CCC2[C@@]1(C)C(C[C@@H]3O)[C@](C)(C(=O)O)CC[C@@H]1O (some centres undefined) was read as HepG2 tox -87%, TGFb inhibitor 10µM*, IL-2 act -1.1, ATXN viability 16µM*, Nrf2 ARE act inconclusive, ATXN2 expr inh inconclusive and EPAC2 agonist 1%.
For Cc1cc(C)c(C#N)c(SCC(=O)c2ccccc2)n1 the results were HepG2 tox -9%, TGFb inhibitor 10µM*, A549 tox 8%, IL-2 act -0.5, Nrf2 ARE act 2.8µM*, ATXN2 expr inh -10%, Nrf2 block 21% and EPAC2 agonist 12%.

Some of these compounds in order of heavy-atom count, falling:
Screening COc1ccc(-c2cc3nc4c(c(N5CCC6(CC5)OCCO6)n3n2)CCC4)cc1 returned HepG2 tox -11%, TGFb inhibitor -16%, A549 tox -3%, IL-2 act 0.1, ATXN viability inactive, Nrf2 ARE act -0.4%, ATXN2 expr inh -5%, Nrf2 block -11% and EPAC2 agonist 8%.
CCOC(=O)C1CCN(C(=O)C2COc3ccccc3C2)CC1 (centres undefined) was read as HepG2 tox -10%, TGFb inhibitor -26%, A549 tox 8%, ATXN viability inactive, Nrf2 ARE act -0.2% and ATXN2 expr inh 0%.
Screening C=CCN1C(=O)C2(OCCCO2)c2cc(CCCC)ccc21 returned HepG2 tox -5%, TGFb inhibitor -10%, A549 tox -1%, IL-2 act 0.0, ATXN viability inactive, Nrf2 ARE act -1.5%, ATXN2 expr inh -19%, Nrf2 block -10% and EPAC2 agonist 4%.
For COc1ccc2c(c1)c(=O)cc(-c1ccccc1)n2C the results were HepG2 tox -19%, TGFb inhibitor -1%, A549 tox -7%, IL-2 act -3.7, ATXN viability inactive, Nrf2 ARE act 0.0%, ATXN2 expr inh 19%, Nrf2 block inconclusive and EPAC2 agonist -1%.

Following part:
COc1ccccc1C(=O)NC(CCSC)C(=O)NNC(=O)c1ccccc1O (centres undefined) was read as HepG2 tox -31%, TGFb inhibitor 1%, A549 tox 11%, IL-2 act 0.7, ATXN viability inactive, Nrf2 ARE act 1.9%, Nrf2 block 2% and EPAC2 agonist 16%.
N#CCSc1nnc(-c2ccccc2O)n1CCc1ccccc1 was read as HepG2 tox 17%, TGFb inhibitor -1%, A549 tox 0%, IL-2 act -3.1, ATXN viability inactive, Nrf2 ARE act -0.9%, ATXN2 expr inh -6%, Nrf2 block -5% and EPAC2 agonist 4%.
For COc1cccc(CN2CCC(C(=O)NC(C)c3cccc4ccccc34)CC2)c1 (centres undefined) the results were HepG2 tox -31%, TGFb inhibitor 0%, IL-2 act -0.5, ATXN viability inactive, Nrf2 ARE act 0.4%[9.22 µM], ATXN2 expr inh -8% and EPAC2 agonist 7%.
COc1ccc(NC(=O)NCCCCc2ccccc2)cc1 was read as HepG2 tox 1%, TGFb inhibitor -10%, A549 tox 1%, IL-2 act -0.7, ATXN viability inconclusive, Nrf2 ARE act -0.8%, ATXN2 expr inh -20%, Nrf2 block 16% and EPAC2 agonist -2%.
Screening O=C(CSc1nc2ccc(NC(=O)c3ccccc3C(=O)O)cc2s1)Nc1c(Cl)cccc1Cl returned HepG2 tox 10%, TGFb inhibitor -15%, A549 tox -7%, IL-2 act 0.5, ATXN viability inactive, Nrf2 ARE act 3.0%, ATXN2 expr inh 1%, Nrf2 block 22% and EPAC2 agonist 7%.
Screening O=C(O)C1CC(O)CN1C(=S)Nc1ccccc1 (centres undefined) returned HepG2 tox 6%, TGFb inhibitor -18%, A549 tox 23%, IL-2 act 1.2, ATXN viability inactive, Nrf2 ARE act -0.3%, Nrf2 block 16% and EPAC2 agonist 7%.
`CN1C(=O)/C(=C/c2ccc(OCc3ccccc3F)cc2)N(C)C1=S` gave HepG2 tox 3%, TGFb inhibitor 0%, A549 tox 0%, IL-2 act 0.2, ATXN viability inactive, Nrf2 ARE act 0.4%, Nrf2 block -3% and EPAC2 agonist 3%.
Screening CC1(C)CC(=O)C2=C(C1)OC(c1cccs1)C(C#N)=C2N (centres undefined) returned HepG2 tox 2%, TGFb inhibitor -20%, A549 tox -5%, IL-2 act -2.6, ATXN viability inactive, Nrf2 ARE act 0.1%, ATXN2 expr inh 4%, Nrf2 block 3% and EPAC2 agonist -7%.
